# Compound activity: PubChem, National Center for Advancing Translational Sciences (NCATS)
# LMNA splice mod – LMNA splicing modulation | HeLa LMNA splicing GFP/RFP minigene ratio, 48 h | Potency, µM (highest dose often 46.1 µM), inactives show top-dose ratio change, negative = inhibition, actives largely listed as inhibitors | 200,000 compounds, 0.01% hits; active = well fitted inhibition curve with a large enough effect in the signal ratio, with a control signal flat, not every such curve was filed as active; inconclusive = small, poorly fitted or top-dose-only effect, or effect the other way, or a change in a side signal; the % refers to the signal ratio; also: potency is read from the fitted curve at half-maximal effect; % is scaled to controls: 0 for no effect and ±100 for the full control effect
#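 Read-out is the ratio of GFP to DsRed2 object intensity, acquired by 488 nm laser-scanning cytometry on HeLa lamin A-EGFP minigene reporter cells. Compound incubation 48 hrs at 37 °C in Opti-MEM with 2% FBS; DMSO 0.5% final.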
# Luc counter – Kinase-Glo luciferase inhibition (counter-screen); Q27757; Kinase-Glo luciferase, ATP luminescence, 8 min; Potency, µM (titrated, usually from 38.3 µM), for the others: at the top dose activity change, negative = inhibition, hits mostly inhibitors; 200,000 compounds, 0.28% hits; also: potency is read from the fitted curve at half-maximal effect; % is scaled to controls: 0 for no effect and ±100 for the full control effect; nearly all actives have a fitted effect of over 60% in size
#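 Compounds were added to a substrate mix at pH 7.2 (50 mM imidazole, 10 uM ATP, within the enzyme's linear range), followed by Kinase-Glo detection reagent; luminescence was measured after 8 minutes at ambient temperature.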
# NPSR antag – antagonists of human neuropeptide S receptor cAMP signaling; 220,000 compounds, 1% hits; Potency, µM (top dose mostly 38.3 µM), for the others: top-dose activity change, negative = inhibition, hits mostly inhibitors; AID 1461; Q6W5P4; CHO-NPSR cells, cAMP TR-FRET, antagonist mode; also: potency is read from the fitted curve at half-maximal effect; % is scaled to controls: 0 for no effect and ±100 for the full control effect; nearly all actives have a fitted effect of over 50% in size; many of its hits are not listed in these tables
# Target sequence (Q6W5P4 whole entry, looked up): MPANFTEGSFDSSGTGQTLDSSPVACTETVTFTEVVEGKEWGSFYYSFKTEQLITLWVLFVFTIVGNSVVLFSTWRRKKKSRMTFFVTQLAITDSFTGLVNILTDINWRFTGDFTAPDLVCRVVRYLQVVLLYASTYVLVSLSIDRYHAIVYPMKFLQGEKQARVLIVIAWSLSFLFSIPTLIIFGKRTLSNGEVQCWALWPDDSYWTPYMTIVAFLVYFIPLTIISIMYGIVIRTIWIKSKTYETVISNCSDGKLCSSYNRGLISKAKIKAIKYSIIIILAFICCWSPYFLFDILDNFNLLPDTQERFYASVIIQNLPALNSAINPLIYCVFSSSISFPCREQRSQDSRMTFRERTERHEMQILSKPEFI
# CBFb-RUNX1 inh – blocks binding between human CBF-beta and RUNX1; Q01196+Q13951; AlphaScreen CBFb-His/RUNX1-biotin binding, biochemical; Potency, µM (top dose mostly 59.8 µM), inactives show at the top dose activity, negative = inhibition, hits mostly inhibitors; 230,000 tested, under 10 active; also: % of control where 0% means no effect
#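 Compounds were screened at multiple concentrations against a preformed CBF-beta(His)/RUNX1(biotin) complex (30 nM of each) for 15 min at room temperature, followed by 90 min with nickel and streptavidin beads and AlphaScreen reading.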
# IMPase Li inh – membrane-permeable IMPase blocker, potentiated with lithium; 210,000 compounds, 0.35% hits; CHO-M1 cells, IP1 TR-FRET (IP-One), carbachol + lithium; Potency, µM (doses to about 59.4 µM), for the others: at the top dose activity, negative = IMPase inhibition, most hits filed as inhibitors;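 also: IP1 builds up when IMPase is blocked and the TR-FRET signal falls; potency is read from the fitted curve at half-maximal effect; plate controls were basal vehicle for no effect and high inhibitor control for full effect; nearly all actives have a fitted effect of over 50% in size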
#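 CHO cells stably expressing M1 receptor (2000/well) were cultured 16–30 h, then exposed to compounds with a small lithium addition for 30 min at 37C. IP1 was measured by TR-FRET competition; AC50 from Hill fits.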
# HTT aggregate – reduces HttQ103-GFP aggregates in PC12 cells. AID 1688. 220,000 compounds, 1.1% hits. Potency, µM (highest dose often 46.1 µM), inactives show top-dose activity change, negative = inhibition, usual class: inhibitors. PC12 HttQ103-GFP aggregates, Acumen cytometry, 40 h; also: potency is read from the fitted curve at half-maximal effect; % is scaled to controls: 0 for no effect and ±100 for the full control effect; nearly all actives have a fitted effect of over 60% in size
#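 Aggregates are detected as GFP objects 1–25 µm with signal 6 STDEV over background in lysates of induced PC12 cells. These carry Huntingtin exon 1 with 103 glutamines fused to GFP under an ecdysone promoter; compounds titrated.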
# Epigenetic derep – epigenetic control regulation, reporter derepression; murine LDR cells, GFP reporter derepression, 30 h; Potency, µM (highest dose often 53.9 µM), inactives show at the top dose GFP activation, hits mostly activators; 280,000 compounds, 0.2% hits; AID 1865; also: potency is read from the fitted curve at half-maximal effect; % of control where 0% means no effect; nearly all actives have a fitted effect of over 60% in size
#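 Readout is the number of GFP-expressing murine LDR cells, counted by cytometry following washing. Cells were treated with compound for 30 h at 37 C; the stably integrated CMV-GFP locus is normally silent.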
# Active calls of the source: *; ? = inconclusive; . = no result given; & = joins results of further samples; [ ] = remark or other dose. Unless noted, calls follow the shape of the dose curve; as a rule, active = well fitted curve in the direction sought with a large enough effect; inconclusive = small, poorly fitted or top-dose-only effect, or another doubt; inactive = no such curve, though single readings can be large; an effect the other way counts as inactive or inconclusive. These rows are one share of the data (hit frequency here may not be typical).
cpd | SMILES | LMNA splice mod | Luc counter | NPSR antag | CBFb-RUNX1 inh
1 | CC(=O)[C@H]1CC[C@H]2[C@@H]3C[C@H](C)C4=CC(=O)CC[C@]4(C)[C@H]3[C@@H](O)C[C@]12C | ? | 1% | -15% | 8%
2 | CC1=NN(c2ccccc2)C(=O)C1 | -6%&-8% | 0%&1%&3% | -6% | ?
3 | C[C@H](CCC(=O)O)[C@H]1CC[C@H]2[C@@H]3[C@@H](O)C[C@@H]4C[C@H](O)CC[C@]4(C)[C@H]3CC[C@]12C | . | 0% | -25% | 19%
4 | CC(=O)N(C[C@@H](O)CO)c1c(I)c(C(=O)NC[C@@H](O)CO)c(I)c(C(=O)NC[C@@H](O)CO)c1I | -14% | -3%[17.1 µM] | . | -6%[21.7 µM]
5 | CN(C)C/C=C(/c1ccc(Br)cc1)c1cccnc1 | ? | -5% | 3%[46.1 µM] | 2%
6 | O=c1cc(-c2ccc(O)cc2)oc2cc(O)ccc12 | . | -17% | . | 12%
7 | COC(=O)c1cccnc1 | -8% | -2%[39.9 µM] | . | ?
8 | O=C1NCC2(CCN(CCc3ccccc3)CC2)O1 | ? | -1% | -2%[46.1 µM] | 1%
9 | CC1(C)OC2CC(=O)OCC23C1CC(=O)C1(C)C3CC[C@@]2(C)[C@H](c3ccoc3)OC(=O)C3OC312 (stereo partly drawn) | . | 1%[39.9 µM] | . | -1%
10 | CCCOc1ccccc1-c1nc2n[nH]nc2c(=O)[nH]1 | ? | -7% | -9%[46.1 µM] | 4%
11 | N=C(N=C(N)N)N1CCOCC1 | ? | -1%[17.1 µM] | . | 3%[21.7 µM]

cpd | IMPase Li inh | HTT aggregate | Epigenetic derep
1 | 9% | 18% | 1.1%
2 | 4%&6%&13%&16% | 18%&22% | 1.0%&-1.3%&-0.2%
3 | -11% | 11% | 0.0%
4 | 6% | . | -0.3%[16.9 µM]
5 | 25% | -9% | -1.2%
6 | -27% | . | 1.4%
7 | -3% | 33% | -0.9%
8 | 3%&20%&4% | 7% | -0.2%
9 | 6% | . | -0.8%
10 | 5%&-12%&8%&7%&10% | 12% | 11%
11 | 6% | -7%[20.6 µM] | 1.4%[16.9 µM]

# Nine of the compounds above, with tabs.
No.	smiles	LMNA splice mod	Luc counter	NPSR antag	CBFb-RUNX1 inh	IMPase Li inh	HTT aggregate	Epigenetic derep
1	CC(=O)[C@H]1CC[C@H]2[C@@H]3C[C@H](C)C4=CC(=O)CC[C@]4(C)[C@H]3[C@@H](O)C[C@]12C	?	1%	-15%	8%	9%	18%	1.1%
2	CC1=NN(c2ccccc2)C(=O)C1	-6%&-8%	0%&1%&3%	-6%	?	4%&6%&13%&16%	18%&22%	1.0%&-1.3%&-0.2%
3	C[C@H](CCC(=O)O)[C@H]1CC[C@H]2[C@@H]3[C@@H](O)C[C@@H]4C[C@H](O)CC[C@]4(C)[C@H]3CC[C@]12C	.	0%	-25%	19%	-11%	11%	0.0%
4	CC(=O)N(C[C@@H](O)CO)c1c(I)c(C(=O)NC[C@@H](O)CO)c(I)c(C(=O)NC[C@@H](O)CO)c1I	-14%	-3%[17.1 µM]	.	-6%[21.7 µM]	6%	.	-0.3%[16.9 µM]
5	CN(C)C/C=C(/c1ccc(Br)cc1)c1cccnc1	?	-5%	3%[46.1 µM]	2%	25%	-9%	-1.2%
6	O=c1cc(-c2ccc(O)cc2)oc2cc(O)ccc12	.	-17%	.	12%	-27%	.	1.4%
7	COC(=O)c1cccnc1	-8%	-2%[39.9 µM]	.	?	-3%	33%	-0.9%
8	O=C1NCC2(CCN(CCc3ccccc3)CC2)O1	?	-1%	-2%[46.1 µM]	1%	3%&20%&4%	7%	-0.2%
9	CC1(C)OC2CC(=O)OCC23C1CC(=O)C1(C)C3CC[C@@]2(C)[C@H](c3ccoc3)OC(=O)C3OC312 (stereo partly drawn)	.	1%[39.9 µM]	.	-1%	6%	.	-0.8%
